Bioassay records (PubChem BioAssay)
SKN-1 inh – suppressors of acrylamide-induced Pgst-4::GFP reporter in worms, primary screen, SKN-1 inhibitor project, whole organism, uHTS, GFP/RFP fluorescence ratio, strain VP596. 0.49% of 360,000 active. C. elegans VP596 Pgst-4::GFP/RFP ratio, 24 h. inhibition, % at 21.8 µM. AID 624304, 2012;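 active = interference check ratio from 0.5 to 1.5 plus GFP to RFP signal ratio inhibition reaching or exceeding a fixed threshold, cut at about 30% in these data, passing the limit was not always enough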; also: some compounds called inactive have numbers as strong as hits
eLon inh – inhibitors of E. coli Lon protease, primary screen, biochemical, fluorescence polarization. inhibition, % at 7.94 µM. AID 602123, 2011. purified E. coli Lon protease. 0.42% of 360,000 active. P0A9M0; in the data active = inhibition above about 13%, passing the limit was not always enough;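 also: 0% = enzyme with probe and DMSO and 100% = no enzyme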
MsrA act – bovine MsrA enzyme activators, primary screen, biochemical, absorbance, HTS; Methionine sulfoxide reductase A (Bos taurus); purified bovine MsrA, absorbance read-out; activation, % at 10.6 µM; 0.3% of 360,000 active; in the data active = activation above about 7.5%;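 also: 0% = vehicle and 100% = reference activator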
CendR NRP1 mod – modulators of CendR peptide binding to NRP-1, primary screen, biochemical, fluorescence polarization, uHTS; Neuropilin-1 (Homo sapiens), O14786; 0.85% of 360,000 active; FAM-RPARPAR peptide binding to NRP-1; AID 602438, 2012; inhibition, % at 25 µM;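 active = inhibition or corrected inhibition above about 18%, plus a signal ratio from 0.5 to 1.5, limit read from the data, passing the limit was not always enough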; also: strong numbers were not always called active
Target sequence (O14786 whole entry, looked up): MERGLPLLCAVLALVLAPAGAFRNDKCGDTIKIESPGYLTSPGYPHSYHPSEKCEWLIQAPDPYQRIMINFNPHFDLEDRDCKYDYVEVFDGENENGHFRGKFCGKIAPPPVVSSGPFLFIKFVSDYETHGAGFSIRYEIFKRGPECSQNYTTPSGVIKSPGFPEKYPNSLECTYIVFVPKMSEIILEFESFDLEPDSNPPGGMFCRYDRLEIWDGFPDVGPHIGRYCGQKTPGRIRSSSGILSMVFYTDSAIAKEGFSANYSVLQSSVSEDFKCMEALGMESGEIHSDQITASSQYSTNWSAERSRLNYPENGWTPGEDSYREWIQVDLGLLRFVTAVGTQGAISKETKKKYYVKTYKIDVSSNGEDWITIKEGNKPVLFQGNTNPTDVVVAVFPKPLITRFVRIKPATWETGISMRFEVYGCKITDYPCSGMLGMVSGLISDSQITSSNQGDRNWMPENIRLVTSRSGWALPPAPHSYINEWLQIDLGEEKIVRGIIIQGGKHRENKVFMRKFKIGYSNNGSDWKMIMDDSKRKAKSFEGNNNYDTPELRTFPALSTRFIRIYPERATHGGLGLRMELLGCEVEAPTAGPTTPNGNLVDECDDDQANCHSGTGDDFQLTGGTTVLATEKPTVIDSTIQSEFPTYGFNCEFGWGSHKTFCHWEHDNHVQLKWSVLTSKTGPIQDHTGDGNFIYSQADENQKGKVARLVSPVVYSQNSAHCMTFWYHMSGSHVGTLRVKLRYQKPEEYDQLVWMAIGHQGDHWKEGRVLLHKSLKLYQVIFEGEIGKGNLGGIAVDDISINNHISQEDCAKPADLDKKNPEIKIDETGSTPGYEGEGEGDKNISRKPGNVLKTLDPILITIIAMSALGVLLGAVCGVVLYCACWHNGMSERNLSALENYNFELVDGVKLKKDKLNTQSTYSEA
MsrA inhibitor – bovine MsrA enzyme inhibitors, primary screen, biochemical, absorbance, HTS. Methionine sulfoxide reductase A (Bos taurus). purified bovine MsrA, absorbance read-out. inhibition, % at 15.5 µM. 0.75% of 360,000 active; in the data active = inhibition above about 4.5%;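 also: 0% = vehicle wells with enzyme and 100% = reference inhibitor wells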
Rin1 Abl inh – inhibitors of Rin1-Abl protein binding, primary screen, biochemical, TR-FRET. Tyrosine-protein kinase ABL1 (Homo sapiens) + Ras and Rab interactor 1 (Homo sapiens), …. 0.4% of 360,000 active. inhibition, % at 7.35 µM. AID 588664, 2011; in the data active = inhibition above about 5%, passing the limit was not always enough
Neddyl block – inhibitors of cullin neddylation, primary screen, biochemical, TR-FRET, uHTS, NAE and Ubc12 | 0.58% of 360,000 active | AID 651699, 2012 | calls only at 25 µM; in the data active = inhibition above about 36%
FAS TE block – FAS thioesterase domain inhibitors, primary screen, biochemical, fluorescence intensity, uHTS | Fatty acid synthase (Homo sapiens), P49327 | recombinant FAS-TE, OMFH fluorogenic substrate, fluorescence endpoint | inhibition, % at 15 µM | 0.67% of 360,000 active;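 active = compounds whose normalised, plate-corrected inhibition of enzyme fluorescence in the single-dose primary screen is 50% or more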;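 also: 0% = DMSO with enzyme and 100% = substrate without enzyme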
MT1-MMP act inh – blockers of MT1-MMP proenzyme processing, primary screen, HT1080 RFP-PRO-GFP cells, GFP/RFP fluorescence | Matrix metalloproteinase-14 (Homo sapiens), P50281 | GFP/RFP ratio fluorescence, overnight; percent of plate control window, DMSO zero | GFP/RFP ratio change, % at 20 µM | 0.061% of 360,000 active | AID 651647, 2012;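 active = GFP/RFP ratio change of at least 30% with cell ATP level not reduced by more than half and red fluorescence within 50% of control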; also: strong numbers were not always called active
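Test system: HT1080 cells expressing an RFP-PRO-GFP fluorescent reporter construct / Compound dosing: single-point 20 µM compound, 1% DMSO / Schedule: cells overnight before dosing, compound overnight, 37 °C, 5% CO2 / Evaluation: GFP/RFP fluorescence ratio / Control set: DMSO and RFP-L50D-GFP cell wells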
* = called active by the depositor; i = inactive; nt = no result given.

[1] O=C(O)C1=C(Nc2ccccc2)OCC1=O
[2] COc1ccc(NS(=O)(=O)c2cccc(C(=O)NNC(=O)CNC(=O)c3ccccc3Cl)c2)cc1
[3] COc1ccc2c(c1)N(C)/C(=C1/SC(=S)N(NC(C)=O)C1=O)S2
[4] O=C(CSc1ccc2nnc(-c3ccc(F)cc3)n2n1)N1CCOCC1
[5] CCCSc1nc(SCC(=O)NCc2ccccc2)c2c3c(sc2n1)COC(C)(CC)C3 (stereo not drawn)
[6] COc1ccc(C(=O)NC2CCN(C(=S)Nc3ccccc3)CC2)cc1
[7] Cc1ccc(S(=O)(=O)/N=C(/Nc2nc(C)cc(C)n2)N2CCOCC2)cc1
[8] CC(C)C(C)NC(=O)CN1C(=O)NC2(CCCc3ccccc32)C1=O (stereo not drawn)

assay / compound | 1 | 2 | 3 | 4 | 5 | 6 | 7 | 8
SKN-1 inh | -5 | -8 | 20 | 9 | -24 | 11 | -14 | 4
eLon inh | -2 | -3 | -11 | -4 | -5 | 5 | -6 | -2
MsrA act | -2 | -2 | -2 | 0 | -1 | -7 | -9 | -3
CendR NRP1 mod | -5 | 9 | -30 | 7 | -1 | 21 | -1 | -2
MsrA inhibitor | -0.3 | -1.4 | -0.5 | 0.1 | 0.5 | -0.9 | -0.4 | -0.6
Rin1 Abl inh | 0 | 0 | -2 | -7 | 4 | 1 | -2 | 4
Neddyl block | i | i | i | nt | i | i | i | i
FAS TE block | -3 | -6 | 0 | -1 | 13 | -8 | -9 | -9
MT1-MMP act inh | 3 | -1 | -8 | -5 | -4 | 8 | 1 | 3

[9] Nc1ncnc2c1ncn2[C@@H]1O[C@H](CNCc2ccccc2OCC(=O)N2CCCCC2)[C@@H](O)[C@H]1O
[10] COc1ccccc1C(=O)Nc1ccnn1C1CCN(CCCc2ccccc2)CC1
[11] CCNc1c2c(nc3ccccc13)CC(C)(C)CC2=O
[12] CN(C)CCCNC(=O)C(=O)NCC1CCCO1 (stereo not drawn)
[13] Cc1cccc(-c2nc3ccccc3c(=O)n2NC(=S)N(C)C)c1
[14] COc1ccccc1NC(=O)COc1ccc(C(F)(F)F)cc1[N+](=O)[O-]
[15] CC1CCCC(NC(=O)COC(=O)CCC2CCCC2)C1C (stereo not drawn)
[16] Cc1noc(C)c1C(=O)Nc1c(F)cc(F)cc1Br

assay / compound | 9 | 10 | 11 | 12 | 13 | 14 | 15 | 16
SKN-1 inh | 7 | -4 | -30 | -1 | -7 | 6 | 3 | 11
eLon inh | 1 | -4 | -4 | 19 | -2 | -4 | -1 | -4
MsrA act | 1 | 1 | -5 | -3 | -3 | -7 | -2 | 0
CendR NRP1 mod | 8 | 9 | -5 | -2 | 18 | 8 | -3 | -4
MsrA inhibitor | 0.3 | -0.5 | 1.3 | 1.3 | -0.3 | -1.3 | -0.4 | -0.4
Rin1 Abl inh | -2 | 3 | 0 | 3 | 2 | 0 | 1 | 3
Neddyl block | i | i | i | i | i | i | i | i
FAS TE block | -7 | -5 | -5 | -4 | -6 | -4 | 8 | -6
MT1-MMP act inh | 0 | -1 | -2 | 6 | 0 | 3 | -5 | 3

[17] CN(C)CCCn1c(=O)n(Cc2ccccc2)c(=O)c2c3c(sc21)CCCCC3
[18] CCOc1ccc(-n2nc(C(=O)NCCOC)c3ccccc3c2=O)cc1
[19] CCOc1ccc(S(=O)(=O)Nc2nc3ccccc3nc2-n2ccc(=NC(=O)c3ccccc3C)cc2)cc1
[20] CC(=O)NC1(c2cccc(F)c2)CCN(C(=O)Nc2ccc(C#N)cc2)CC1
[21] C=CCOC(=O)C1=C[C@@H](c2ccc(Br)cc2)C[C@@H](OCCCCO)O1
[22] COc1ccccc1-n1nnnc1SCC(=O)N(C)C1CCS(=O)(=O)C1 (stereo not drawn)
[23] NC(N)=Nc1nc(-c2ccccc2)c2ccccc2n1
[24] Cc1ccc(C)c(-c2cc(C(=O)NC3CC3)c3ccccc3n2)c1

assay / compound | 17 | 18 | 19 | 20 | 21 | 22 | 23 | 24
SKN-1 inh | -1 | 19 | -12 | -7 | 17 | 12 | 3 | 14
eLon inh | -7 | -1 | -150 | 2 | -7 | -6 | 6 | -8
MsrA act | -3 | -2 | 3 | -1 | -2 | 0 | -2 | -1
CendR NRP1 mod | 9 | -4 | 130 | 8 | -5 | 2 | 7 | -6
MsrA inhibitor | 0.0 | 0.1 | -0.2 | 0.2 | -0.3 | 0.5 | 0.1 | -0.6
Rin1 Abl inh | 2 | 2 | -8 | -2 | 0 | -2 | -4 | -5
Neddyl block | i | i | i | i | i | i | i | i
FAS TE block | -2 | -6 | 11 | -5 | 1 | -1 | -26 | 0
MT1-MMP act inh | -21 | 0 | -26 | 2 | -2 | 7 | -24 | 3

[25] CC(=O)NS(=O)(=O)c1ccc(NC(=O)c2ccc(Br)o2)cc1
[26] CC1CCCCC12NC(=O)N(CC(=O)OCc1ccccc1Cl)C2=O (stereo not drawn)
[27] Cc1ccc2nc(SCC(=O)NCc3cccs3)[nH]c2c1
[28] Cc1ccc(/C=C/S(=O)(=O)NCC(=O)OCC(=O)Nc2ccc(C(=O)N(C)C)cc2)cc1
[29] Cc1ccc(NC(=O)c2cc(S(=O)(=O)NCCC3=CCCCC3)ccc2F)cc1F
[30] CCOC(=O)C1=C(C)c2ccccc2N(S(=O)(=O)C(F)(F)F)C1C(=O)OCC (stereo not drawn)
[31] O=C(NCC(c1ccco1)N1CCCC1)c1cccc(NS(=O)(=O)c2ccc(Br)cc2)c1 (stereo not drawn)
[32] CCOc1ccc(S(=O)(=O)N2CCN(C(=O)c3ccc(Cl)c(S(=O)(=O)N4CCOCC4)c3)CC2)cc1

assay / compound | 25 | 26 | 27 | 28 | 29 | 30 | 31 | 32
SKN-1 inh | -6 | 7 | 17 | 8 | 1 | 1 | 12 | -4
eLon inh | -2 | 4 | 2 | -7 | -3 | -9 | 0 | -6
MsrA act | -2 | -7 | -3 | -1 | -6 | -1 | -2 | 2
CendR NRP1 mod | -6 | -4 | -5 | 1 | 2 | 3 | -13 | 1
MsrA inhibitor | -1.0 | -1.2 | 0.4 | -1.0 | -0.1 | 1.7 | 0.1 | 0.3
Rin1 Abl inh | 2 | 4 | 0 | 1 | 2 | -3 | 0 | 2
Neddyl block | i | i | i | i | i | i | i | i
FAS TE block | 0 | 4 | -2 | -4 | 44 | -4 | 0 | 23
MT1-MMP act inh | 3 | 3 | 4 | -1 | 5 | 2 | 0 | -1

[33] COc1ccc(Br)cc1CNC(=O)C1CCN(C(=O)N(C)C)CC1
[34] Cc1cc(=O)oc2cc(OC(C)C)ccc12
[35] COc1cc(/C=C(\C#N)C(=O)c2ccc(O)c(O)c2)cc(I)c1O
[36] Cc1cccc(NC(=O)CN(C)S(=O)(=O)c2ccc(Cl)cc2)n1
[37] Cc1ccc(C23OCCN2CCn2nc4ccccc4c23)cc1 (stereo not drawn)
[38] O=C(CN1CCOCC1)Nc1ccc(NC(=O)CN2CCOCC2)c(Cl)c1
[39] COc1ccc(NC(=O)CN(C)C(=O)c2ccccc2SCC(=O)N2CCCC2)cc1
[40] Cc1nc(SCc2nc3ccc(C(=O)c4ccccc4)cc3[nH]2)c2oc3ccccc3c2n1

assay / compound | 33 | 34 | 35 | 36 | 37 | 38 | 39 | 40
SKN-1 inh | 6 | -2 | 5 | -6 | -10 | -8 | -2 | 4
eLon inh | -3 | 5 | -104 | -1 | 1 | -3 | -4 | -35
MsrA act | -9 | 0 | -8 | 1 | 4 | -14 | -6 | -7
CendR NRP1 mod | 0 | 2 | 142 | 6 | -1 | 14 | 4 | -24
MsrA inhibitor | 0.7 | 2.0 | 4.6* | -0.6 | 1.4 | -0.6 | 1.5 | 0.0
Rin1 Abl inh | 4 | -4 | 0 | -2 | 1 | 2 | -2 | -6
Neddyl block | i | nt | i | i | nt | i | i | i
FAS TE block | -6 | -7 | -1 | -4 | -13 | -8 | -4 | 12
MT1-MMP act inh | -2 | -1 | -60 | -1 | 0 | -1 | 2 | -1

[41] Clc1ccc2c(c1)C1CC2CCN1Cc1ccccc1 (stereo not drawn)
[42] COc1cc(OC)cc(C(=O)NNC(=O)c2nn(C)c(=O)c3ccccc23)c1
[43] O=C(c1[nH]c(C(F)(F)F)nc1-c1ccccc1)N1CCC(Cc2ccccc2)CC1
[44] O=C(OCc1ccc(Br)cc1)c1cc([N+](=O)[O-])ccc1N1CCOCC1
[45] CCN1CCCC1CNS(=O)(=O)c1ccc(Cl)c(C(F)(F)F)c1 (stereo not drawn)
[46] Cc1cc(C(=O)OCC(=O)NC2(C#N)CCCCC2)c(C)o1
[47] N#Cc1ccc(Oc2nc(C#N)cc(-c3ccccc3)n2)cc1
[48] Cc1cc(C)cc(OCC(=O)OC/C(O)=C(\C#N)c2nc3ccccc3[nH]2)c1

assay / compound | 41 | 42 | 43 | 44 | 45 | 46 | 47 | 48
SKN-1 inh | -9 | 2 | 8 | 0 | 2 | 13 | 7 | 3
eLon inh | -7 | -3 | -6 | 1 | -5 | 1 | -2 | -22
MsrA act | -8 | -3 | -3 | -2 | -6 | -2 | -5 | -4
CendR NRP1 mod | -11 | 2 | -13 | 11 | -4 | 1 | 2 | -60
MsrA inhibitor | -0.5 | 1.4 | 0.3 | 1.4 | 1.5 | 0.1 | -0.5 | -1.4
Rin1 Abl inh | -5 | 3 | 2 | -4 | 0 | 3 | 0 | -10
Neddyl block | i | i | i | i | i | i | i | i
FAS TE block | 4 | -5 | -4 | 73* | -1 | -5 | 44 | -9
MT1-MMP act inh | 4 | 2 | 2 | 1 | 5 | -4 | 3 | -5

[49] CC1CC(C)(C)CC2(C1)NC(=O)N(CC(=O)NCCc1c[nH]c3ccccc13)C2=O (stereo not drawn)
[50] COc1cc(OC)cc(C(=O)N2CCN(C(=O)c3ccc(OC)c(OC)c3)CC2)c1
[51] CC(C)CC(=O)NC(=S)Nc1ccc(N2CCCC2)c(Cl)c1
[52] CN(/N=C/c1ccc(O)cc1O)c1nc(-c2ccccc2)cc(-c2ccccc2)n1
[53] CC(=O)C1(O)C(C)CC2C3CCC4CC(O)CCC4(C)C3=CCC21C (stereo not drawn)
[54] COC(=O)CC1C(=O)NCCN1C(=O)c1c(F)cccc1F (stereo not drawn)
[55] O=C(COc1ccc(Cl)cc1)NCc1nnc(SCC(=O)N2CCCc3ccccc32)o1
[56] COc1cccc(CN(C)C(=O)CCN=C2NS(=O)(=O)c3ccccc32)c1
[57] O=C(Nc1cccc2c1CCCC2)c1ccc(F)cc1
[58] O=C1c2ccccc2NC2(CCCC2)N1O

assay / compound | 49 | 50 | 51 | 52 | 53 | 54 | 55 | 56 | 57 | 58
SKN-1 inh | -10 | -17 | 24 | -4 | 3 | 17 | 4 | 9 | 5 | 18
eLon inh | -11 | -1 | 3 | 6 | -7 | 3 | 0 | 1 | -4 | -8
MsrA act | 3 | -2 | 0 | -2 | -1 | -1 | -5 | 0 | -3 | -2
CendR NRP1 mod | 8 | -6 | 3 | 10 | 3 | 5 | -11 | 1 | -3 | 12
MsrA inhibitor | -1.6 | -0.5 | 0.6 | 3.4 | 0.8 | -0.4 | 1.1 | 1.0 | 0.5 | 0.4
Rin1 Abl inh | -2 | -2 | -2 | -2 | 3 | 2 | 1 | 1 | -1 | 0
Neddyl block | i | i | i | i | i | i | i | i | i | i
FAS TE block | -7 | -6 | 14 | 29 | -3 | -3 | 3 | -7 | 1 | 3
MT1-MMP act inh | 0 | 5 | 0 | 3 | 0 | -1 | 1 | 4 | 2 | 3
